Screening results (PubChem BioAssay)
C2C12 statin: protects C2C12 myotubes from simvastatin toxicity; 330,000 tested, 0.78% active; rescue of ATP level, % at 7.49 µM; AID 602340; ATP luminescence, 48 h; scaled: DMSO 0, geranylgeraniol control 100;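 active means mean ATP rescue above about 67%, or every replicate alone reaching that limit, limit read from the data, passing the limit was not always enough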;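 further: myotubes were challenged with 10 µM simvastatin during compound exposure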
Cneo AK release: Cryptococcus neoformans lysis via adenylate kinase release; 360,000 tested, 0.2% active; C. neoformans lysis, adenylate kinase release luminescence, 4 h; normalised: neutral wells 0, clomiphene wells 100; lysis activity, % at 15 µM;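 active means mean lysis activity across replicates of at least 80%, whatever share of replicates individually reach that level; inactive means mean lysis activity below 80%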
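Material: C. neoformans cells; Schedule: 4 h static compound exposure, 37 °C, read 1 h post-reagent; Measured by: adenylate kinase release luminescence; Read-out: signal increase indicating cell lysis; Controls: Clomiphene as positive lysis control.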
PGC1a acetyl inh: lowers PGC1a acetylation signal in U2OS cells. AlphaScreen anti-acetyl-lysine; with virally co-expressed GCN5 acetyltransferase. AID 651687. 350,000 tested, 0.17% active. inhibition, % at 15.6 µM;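 active means every replicate shows inhibition of at least 40%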;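 further: 0% = neutral control wells and 100% = positive control wells; some results beyond the cut were filed as inactive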
* hit, by the source's call. Only part of the results is shown; rates above refer to the full screens.

SMILES	C2C12 statin	Cneo AK release	PGC1a acetyl inh
Cc1cccc(NC(=O)c2oc3c(c2C)C(=O)CC(C)(C)C3)n1	-30	-3	-3
COC(=O)C1=C(C)NC(C)=C(C(=O)OC)C1c1cc2cc(C)ccc2[nH]c1=O	19	0	-40
O=C(Nc1nc(-c2ccccc2)cs1)c1cccs1	-26	-7	-9
CCOC(=O)/C=C1\NC(=O)CS1	4	-15	44
CC(C)(Oc1ccc(Cl)cc1)C(=O)Nc1ccncc1	11	39	1
COc1cc2[nH]c(=O)n(CCC(=O)N3CCN(c4cc(Cl)ccc4C)CC3)c(=O)c2cc1OC	-3	1	-10
CC(C)c1ccc(NC(=O)C2CCN(S(C)(=O)=O)CC2)cc1	-34	-1	2
Cc1ccc(/C=N\NC(=O)Cn2c(C)nc3ccccc32)o1	5	-10	-11
COc1cccc(N2CCN(CC(=O)Nc3nc4c(s3)CC(C)CC4)CC2)c1 (centres undefined)	2	3	-29
COCCN(C(C)=O)c1nnc(-c2ccccn2)s1	-6	2	-2
CC(=O)Nc1ccc(S(=O)(=O)Nc2ccc(N3CCOCC3)c(F)c2)cc1	-2	-2	20
CCOc1ccc(NC(=O)c2ccccc2OC)cc1	-20	-7	-7
CN(C)S(=O)(=O)N1CCC(CCCC2CCN(S(=O)(=O)N(C)C)CC2)CC1	36	0	6
CC(=O)Nc1ccc(OCC(O)Cn2nc(C)c(Br)c2C)cc1 (centres undefined)	-19	2	10
O=C(O)CCC(=O)Nc1ccc(Cc2ccc(NC(=O)CCC(=O)O)c(O)c2)cc1O	8	-1	11
Cc1ccc(C(=O)Cn2nnc3ccccc32)cc1C	5	-5	5
O=C(c1ccc(=O)oc1)N1CCOCC1	23	1	7
CN(Cc1nc(-c2cccnc2)no1)S(=O)(=O)c1ccc2ccccc2c1	-17	-2	-4
COC(=O)Nc1sc2c(c1C(=O)NCc1ccco1)CCCC2	47	2	-9
CC(=O)c1ccc(NC(=O)c2noc3c2CCCCC3)cc1	-7	-4	-10
CCSCCOC(=O)C1=C(C)NC(=O)NC1c1cc(OC)ccc1OC (centres undefined)	99*	1	13
O=C(Cn1ccc(C(F)(F)F)n1)Nc1ccc(S(=O)(=O)NCc2ccco2)cc1	17	-1	9
O=C(Cn1nnc2ccccc21)N/N=C\C=C\c1ccccc1	5	1	1
CCCCC(=O)Nc1ncc2c(n1)CC(C)(C)CC2=O	-2	1	-5
COc1cccc(CN2C(=O)c3ccccc3C2C(=O)NCC2CCCO2)c1 (centres undefined)	8	2	12
Additional entries:
SMILES	C2C12 statin	Cneo AK release	PGC1a acetyl inh
CNC(=O)NC(=O)CSc1ncc(C(F)(F)F)cc1Cl	5	2	3
CCCOc1cccc(-c2nnc(N)s2)c1	0	0	-19
Oc1ccc(/C=N/Nc2nccnc2Cl)c(O)c1	8	-1	28
CCCCn1c(C)cc2cc(O)ccc21	30	9	-4
CCOc1ccc(C(=O)C2CCN(CC(=O)Nc3ccccc3N3CCOCC3)CC2)cc1	-5	1	-18
O=S(=O)(Nc1nc(CN2CCOCC2)nc2sc3c(c12)CCCC3)c1cc(F)ccc1F	8	-1	0
Cn1nnc(NC(=O)C(c2ccccc2)c2ccccc2)n1	-1	2	14
CCCCc1c(C)c(C#N)c2nc3ccccc3n2c1Nc1c(C)n(C)n(-c2ccccc2)c1=O	7	-3	2
Cc1n[nH]c(=O)n1-c1ccc(Oc2ccccc2)cc1	5	-2	12
C=CCOc1ccc(C2NC(=O)NC(C)=C2C(=O)OC)cc1 (centres undefined)	6	3	10
O=C(O)c1ccccc1NS(=O)(=O)c1cccc(C(F)(F)F)c1	16	2	7
COc1ccc(C2C(C(=O)Nc3ccccc3)=C(C)N=C3SCC(=O)N32)cc1 (centres undefined)	-2	5	-2
COc1ccccc1C(=O)NC(C)c1nc2ccccc2[nH]1 (centres undefined)	-7	0	4
Cc1nn(CC(=O)N2CCN(c3ccccn3)CC2)c(=O)c2cc3sccc3n12	0	5	-1
NC(=NC1CCCCC1)c1ccc([N+](=O)[O-])cc1	-19	0	1
COc1cc2oc3ccccc3c2cc1N(CC(=O)N(C)C)S(=O)(=O)c1ccccc1	16	-2	-9
O=C1c2ccccc2C(=O)N1Cc1cc(-c2ccccc2)no1	-16	-3	16
COc1ccc(C2CC(=O)c3sc(N)nc3C2)cc1 (centres undefined)	-12	-1	-3
CCCC(=O)N1CCN(c2ccc(NC(=O)c3ccco3)cc2)CC1	-8	-1	-8
CN(CC(=O)OCC(=O)Nc1ccccc1)S(=O)(=O)c1ccc(Cl)cc1	-3	-2	-8
CC(=O)OCc1c(C(F)(F)F)nn(C)c1Sc1ccccc1	25	2	7
CC(=C/C(=O)O)/C=C/c1cccs1	-1	-18	-10
Cc1cc(C)c2c(CN3CCN(Cc4ccc5c(c4)OCO5)CC3)cc(=O)oc2c1	150*	-2	7
COc1ccc(Cl)cc1N1CC(C(=O)Nc2nccs2)CC1=O (centres undefined)	-3	0	2
O=C(Cn1c(=O)n(CC2CCCO2)c(=O)c2ccccc21)c1ccccc1 (centres undefined)	1	2	1

Three entries from above, arranged by length of the SMILES, rising.
SMILES	C2C12 statin	Cneo AK release	PGC1a acetyl inh
NC(=NC1CCCCC1)c1ccc([N+](=O)[O-])cc1	-19	0	1
O=C(Cn1c(=O)n(CC2CCCO2)c(=O)c2ccccc21)c1ccccc1 (centres undefined)	1	2	1
Cc1nn(CC(=O)N2CCN(c3ccccn3)CC2)c(=O)c2cc3sccc3n12	0	5	-1

Back to the main list, starting 2 compounds before the break.
SMILES	C2C12 statin	Cneo AK release	PGC1a acetyl inh
COc1ccc(Cl)cc1N1CC(C(=O)Nc2nccs2)CC1=O (centres undefined)	-3	0	2
O=C(Cn1c(=O)n(CC2CCCO2)c(=O)c2ccccc21)c1ccccc1 (centres undefined)	1	2	1
CCOC(=O)c1cccnc1SCC(=O)NC(C)CC (centres undefined)	1	-3	-7
Cn1c(=O)c(=O)n(C)c2cc(S(=O)(=O)Nc3ccc4c(c3)OCCO4)ccc21	7	6	-7
CCOC(=O)C1CCCN(C(=O)CSc2nccn2C)C1 (centres undefined)	-6	-1	4
CCN1CCN(c2ncnc3c2sc2nc(N4CCOCC4)c4c(c23)CCC4)CC1	6	2	-7
Cc1ccc(NC(=O)CCn2nc(C)cc2C)cc1	3	-1	5
O=C(NNS(=O)(=O)c1ccccc1)c1sccc1-n1cccc1	-6	0	1
COc1cccc(N2CCN(Cc3nc(N)nc(Nc4ccccc4)n3)CC2)c1	-4	-1	5
CC(=O)Nc1nonc1C(=O)N1CCC(C)CC1	-16	0	-1
CCN1CCCC1CNC(=O)c1cc(NC(C)=O)c(N(C)C)cc1OC (centres undefined)	-6	-3	-15
O=C(NCCN1CCOCC1)c1cc2c(=O)n3ccccc3nc2n1Cc1ccccc1	1	1	-7
O=C(O)[C@H]1CCC(=O)N1Cc1ccco1	4	1	-1
O=[N+]([O-])c1ccc(Cl)cc1Sc1cccc2cccnc12	0	0	-3
Cc1cc(NCCC(C)C)n2nc(C)c(-c3ccccc3)c2n1	3	0	6
O=C(C(Cc1ccccc1)N1C(=O)C2C3C=CC(C3)C2C1=O)N1CCCCCC1 (centres undefined)	8	-1	-6
Cc1ccc(-n2nc3c(n2)/C(=N/O)CC/C3=N\O)cc1	-55	-4	10
CCN(CC)C(=O)CSc1nnc(-c2cccc(OC)c2)o1	6	-3	4
CN1CCN(S(=O)(=O)c2ccc(NC(=O)c3cccs3)cc2)CC1	-11	2	-14
c1ccc(Cn2nnnc2C(c2cccs2)N2CCOCC2)cc1 (centres undefined)	3	-2	-4
Cn1c(=O)c2c(nc(NCC3CCCO3)n2C)n(C)c1=O (centres undefined)	15	-1	8
Cc1ccc(CSc2nc3ccccc3cc2C=O)cc1	31	9	1
Cc1cc(C)c(NC(=O)Cn2nnc(C(=O)NCc3ccc4c(c3)OCO4)c2N)c(C)c1	92*	1	-8
O=C(Nc1ccc(Cl)c(C(F)(F)F)c1)C1CCCN(S(=O)(=O)c2cnc[nH]2)C1 (centres undefined)	-8	1	-1
CCCCCn1c(CNC(C)=O)nc2ccccc21	7	-9	13
CCN(CC)CCNc1nc2ccccc2n1C	5	0	3
CC(CN1CCNCC1)(NS(=O)(=O)c1ccccc1)c1ccccc1 (centres undefined)	3	5	-8

2 entries from above, with two lines to a compound:
Each structure is followed by: C2C12 statin	Cneo AK release	PGC1a acetyl inh
COc1cccc(N2CCN(Cc3nc(N)nc(Nc4ccccc4)n3)CC2)c1
→ -4	-1	5
O=C(NCCN1CCOCC1)c1cc2c(=O)n3ccccc3nc2n1Cc1ccccc1
→ 1	1	-7

(more compounds)
SMILES	C2C12 statin	Cneo AK release	PGC1a acetyl inh
COc1cccc(C(=O)CN2C3=NCCCN3c3ccccc32)c1	134*	-1	-6
CC(C)(C)N1C(=O)Cc2c1nc(N)c1c(N)nc(N3CCCCC3CO)c(C#N)c21 (centres undefined)	-24	-2	53
CC(=O)Nc1ccc(Oc2cnc3ccccc3n2)cc1	-8	-1	3
CCOc1ccc(CNC(=O)CCCOc2cc(=O)n(C)c3ccccc23)cc1	4	-1	9
CCCC(=O)Nc1ccc(Cl)c(NC(=O)c2ccco2)c1	4	1	-11
O=C(CCC(=O)OCC(=O)c1ccc(F)cc1)NC1CCCCC1	6	0	4
CCn1c2ccccc2c2nc3cc(OC)c(OC)cc3nc21	2	6	-4
O=C(Nc1ccc2c(c1)OCO2)c1c(Cl)nc2sccn12	-4	-1	-8
COc1ccccc1C(=O)Nc1ccc(N2CCN(Cc3ccccc3)CC2)cc1	-4	1	-22
Cn1c(SCC(=O)Nc2cccc3ccccc23)nc(O)cc1=O	16	5	-5
O=C(CCCC(=O)N(CC(=O)NC1CCCCC1)Cc1ccc2c(c1)OCO2)Nc1ccccn1	-3	1	0
CCOC(=O)c1[nH]c2ccc(OCC)cc2c1NC(=O)CN1CCN(c2ccccc2)CC1	-14	-2	8
c1ccc(C(c2nnnn2C2CCCC2)N2CCN(c3nc4ccccc4s3)CC2)cc1 (centres undefined)	17	3	1
Cc1ccccc1-c1nnc(SCC(=O)Nc2ccc(Cl)cc2)n1N	-5	5	-4
Cc1ccccc1-n1c(SCC(=O)N2CCCC2)nnc1-c1ccccn1	12	1	-21
Cn1c(-c2ccccc2)cnc1SCC(=O)N1CCCCC1	-1	-4	-11
Cc1cc(C)c(NC(=O)CS(=O)CC(=O)Nc2cccnc2)c(C)c1 (centres undefined)	12	2	6

Shown as labelled records: entries from further up
CCn1c2ccccc2c2nc3cc(OC)c(OC)cc3nc21
  C2C12 statin: 2; Cneo AK release: 6; PGC1a acetyl inh: -4
O=C(Nc1ccc2c(c1)OCO2)c1c(Cl)nc2sccn12
  C2C12 statin: -4; Cneo AK release: -1; PGC1a acetyl inh: -8
COc1ccccc1C(=O)Nc1ccc(N2CCN(Cc3ccccc3)CC2)cc1
  C2C12 statin: -4; Cneo AK release: 1; PGC1a acetyl inh: -22
